DNMT1 inh: DNMT1 (human) enzyme inhibition | P26358 | DNMT1 molecular beacon, Hinp1I cleavage, fluorescence | inhibition (reported as % activation of signal), % at 10 µM | 0.83% of 360,000 active | AID 588458; in the data active = inhibition above about 50%
Target sequence (P26358 504-1616 limits assumed): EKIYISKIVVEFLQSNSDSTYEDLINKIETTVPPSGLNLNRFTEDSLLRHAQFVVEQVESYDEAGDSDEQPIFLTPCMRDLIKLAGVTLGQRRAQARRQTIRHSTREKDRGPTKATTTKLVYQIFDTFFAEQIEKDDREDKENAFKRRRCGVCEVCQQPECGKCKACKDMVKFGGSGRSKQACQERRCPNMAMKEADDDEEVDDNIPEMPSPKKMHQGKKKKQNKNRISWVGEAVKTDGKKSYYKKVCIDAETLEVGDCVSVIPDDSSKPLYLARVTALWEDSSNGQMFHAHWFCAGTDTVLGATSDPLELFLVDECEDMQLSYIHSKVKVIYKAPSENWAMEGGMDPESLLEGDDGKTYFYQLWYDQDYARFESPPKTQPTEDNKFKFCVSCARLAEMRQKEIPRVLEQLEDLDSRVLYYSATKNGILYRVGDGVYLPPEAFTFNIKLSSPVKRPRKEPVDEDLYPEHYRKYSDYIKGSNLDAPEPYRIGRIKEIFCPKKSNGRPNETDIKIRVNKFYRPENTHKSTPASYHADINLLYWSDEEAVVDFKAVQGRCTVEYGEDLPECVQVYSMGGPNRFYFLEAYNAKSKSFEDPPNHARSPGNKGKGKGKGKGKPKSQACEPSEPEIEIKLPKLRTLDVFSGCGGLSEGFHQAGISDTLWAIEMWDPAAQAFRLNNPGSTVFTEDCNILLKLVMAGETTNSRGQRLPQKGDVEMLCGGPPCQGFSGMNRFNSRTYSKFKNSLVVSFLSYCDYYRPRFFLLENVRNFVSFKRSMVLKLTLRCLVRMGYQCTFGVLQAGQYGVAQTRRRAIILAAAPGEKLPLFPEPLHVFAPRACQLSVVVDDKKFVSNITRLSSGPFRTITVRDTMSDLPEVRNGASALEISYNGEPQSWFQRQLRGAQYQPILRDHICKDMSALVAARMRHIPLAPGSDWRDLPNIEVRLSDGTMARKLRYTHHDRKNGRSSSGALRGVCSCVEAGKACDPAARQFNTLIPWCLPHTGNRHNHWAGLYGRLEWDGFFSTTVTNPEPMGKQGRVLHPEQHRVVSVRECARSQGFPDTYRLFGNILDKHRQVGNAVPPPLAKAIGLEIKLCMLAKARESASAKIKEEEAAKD
CSN deneddyl inh: blocks human CSN-mediated cullin deneddylation | Q92905 | Purified CSN, SCF-Nedd8-OG deneddylation, fluorescence polarization | inhibition, % at 12.5 µM | 0.38% of 360,000 active | AID 651999;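 active = pattern-corrected inhibition above about 35%, with an unprinted fluorescence ratio check between 0.5 and 1.5, limit read from the data, passing the limit was not always enough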;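 also: 0% = enzyme with substrate and 100% = substrate without enzyme; some results filed as inactive read as strong as hits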
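assay system = purified human Csn5 enzyme expressed in HEK293T cells | amount = 0.24 nM enzyme | buffer or medium = Tris/NaCl/DTT buffer, pH 7.5 | reagent = 10 nM SCFSkp2-Nedd8OG | compound = one concentration, 12.5 µM, 0.25% DMSO | times = 90 min reaction at room temperature | signal = FP | read-out basis = % inhibition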
LMPTP block: blocks human LMPTP phosphatase; AID 651560; 0.22% of 360,000 active; inhibition, % at 20 µM; recombinant LMPTP-A, OMFP fluorogenic substrate, fluorescence intensity; P24666;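 active = compounds that cut the enzyme signal by at least half of the control window in the single-dose screen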;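 also: plate controls were DMSO wells with enzyme plus substrate for no effect and substrate without enzyme for full effect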
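Test system: LMPTP-A phosphatase enzyme. Amount: LMPTP-A at 0.625 nM final in the reaction. Reagent: OMFP substrate, 400 µM final. Times: 50 min at room temperature. Signal: endpoint fluorescence intensity from OMFP dephosphorylation. Read-out basis: % inhibition. Benchmarks: no-enzyme and uninhibited controls.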
SUMO1 PPI mod: alters human SUMO1 binding to SIM partners. 0.33% of 360,000 active. P63165. SUMO1 binding to a labelled peptide, TR-FRET, 1 h. inhibition, % at 20 µM; in the data active = inhibition above about 37%
NadD inh: blocks S. aureus nicotinate mononucleotide adenylyltransferase; purified NadD enzyme, colorimetric absorbance read-out; inhibition, % at 20 µM; 0.78% of 360,000 active; AID 602399; in the data active = inhibition above about 26%; also: some compounds past the cut are filed as inactive
STEP block: blocks human striatal-enriched tyrosine phosphatase. recombinant STEP, OMFP fluorogenic substrate, fluorescence. inhibition, % at 20 µM. 0.25% of 360,000 active. AID 588621;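 active = inhibition at 20 µM, scaled per plate between control wells, above about 37%, limit read from the data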;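 also: 0% = DMSO with enzyme and substrate and 100% = substrate only without enzyme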
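Material: STEP (striatal-enriched tyrosine phosphatase) enzyme, cell-free | Medium: 50 mM Bis-Tris pH 6.0 with 2.5 mM DTT and 0.005% Tween 20 | Read-out: Percent inhibition scaled to no-enzyme and uninhibited-enzyme controls, plate-pattern corrected | Signal: Fluorescence read at 480 nm ex / 540 nm em | Times: 20 min reaction, room temperature, in the dark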
Tb MetRS inh: Trypanosoma brucei MetRS inhibition | purified T. brucei MetRS, ATP depletion, Kinase-Glo luminescence | inhibition, % at 11.9 µM | 0.4% of 360,000 active;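 active = inhibition above a per-plate cutoff of the control wells' mean inhibition plus 3 SD, cut at about 5.5% in these data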;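 also: 0% = DMSO wells median and 100% = median of wells with control inhibitor compound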
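Test system: purified T. brucei MetRS enzyme. Also added: ATP, methionine and E. coli bulk tRNA substrates. Compound: 11.9 µM single point. Schedule: 15 min enzyme-compound preincubation, 2 h reaction, 10 min detection, 25 °C. Signal: luciferase luminescence of residual ATP, Kinase-Glo. Evaluation: percent inhibition versus plate control medians. Controls: DMSO wells, low control.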
Scp-1 inhibitor: inhibitors of human Scp-1 phosphatase; Recombinant Scp1, phosphopeptide, malachite green phosphate absorbance; 0.88% of 340,000 active; inhibition, % at 20 µM; Q9GZU7;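 active = inhibition above about 50% at 20 µM, limit read from the data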;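 also: plate controls were DMSO wells with enzyme for no effect and wells lacking enzyme for full effect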
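System: SCP-1 catalytic domain; Reagent: Phospho 17-mer peptide substrate; Doses: one concentration, 20 µM, with 1.0% DMSO; Incubation: 45 min room-temperature reaction, 5 min colour, 30 min stabiliser; Signal: Phosphate-binding colour reagent, absorbance read at 630 nm.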
Rpn11 block: inhibitors of human proteasome Rpn11. human 26S proteasome, Ub4-pepOG fluorescence polarization; 20S core pre-blocked with epoxomicin. calls only at 20 µM. 0.59% of 360,000 active. AID 588493;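 active = inhibition at 20 µM, scaled to each plate's controls, above about 33%, limit read from the data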
MsrA inhibitor: bovine MsrA inhibition. purified bovine MsrA, absorbance read-out. inhibition, % at 15.5 µM. 0.75% of 360,000 active. AID 651718; in the data active = inhibition above about 4.5%;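 also: 0% = vehicle wells with enzyme and 100% = reference inhibitor wells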
An asterisk follows results filed as active; i = inactive; / = no result given; + = active, no number. The order is random; overall some 3.9% were active at least once.

entry | Scp-1 inhibitor | CSN deneddyl inh | STEP block | Rpn11 block | DNMT1 inh | Tb MetRS inh | NadD inh | SUMO1 PPI mod | MsrA inhibitor | LMPTP block | compound
1 | -10 | 3 | -2 | i | 3 | -0.3 | 1 | -1 | 0.6 | -1.5 | CCOC(=O)c1c(C)[nH]c(C(C)=NNC(=O)Cn2nc(C)cc2C)c1C
2 | -17 | -6 | 1 | i | -7 | 0.4 | -9 | -1 | 0.4 | -0.1 | COc1ccc(OC)c(-n2c(=O)c3ccccc3c3ccccc3c2=O)c1
3 | / | -1 | 0 | i | 1 | -1.7 | -1 | 3 | 0.4 | -1.0 | O=C(N1CCOCC1)N1[C@H](COCc2ccccc2)C=CS1(=O)=O
4 | -7 | -10 | 2 | i | -4 | -0.1 | 1 | 4 | 2.0 | 1.3 | Cc1ccc(S(=O)(=O)N2CCCCC2)cc1NC(=O)c1nn(C)c(=O)c2ccccc12
5 | -1 | 0 | 0 | i | 1 | -0.4 | -9 | -2 | 2.0 | -0.9 | COc1cc(/C=N/N2CCOCC2)ccc1OC(=O)c1ccco1
6 | 0 | 0 | -1 | i | 5 | -0.4 | -3 | 7 | -0.2 | -1.6 | C[C@H](CO)N1C[C@H](C)[C@@H](CN(C)C(=O)Nc2ccccc2)Oc2c(NS(=O)(=O)c3cccs3)cccc2C1=O
7 | -2 | 1 | -1 | i | 5 | -0.4 | 2 | 0 | 0.3 | -0.6 | CC(=O)NC(CCCNC(=S)NC1CCCCC1)C(=O)O (centres undefined)
8 | 2 | -5 | 4 | i | -3 | -0.2 | -1 | -12 | / | -0.7 | O=C(Nc1ccccn1)c1ccc([N+](=O)[O-])o1
9 | -4 | 0 | 2 | i | -1 | -0.2 | -2 | 1 | 1.3 | 0.7 | COc1ccc(CCNC(=O)C2CCCN(S(=O)(=O)c3cc(C)ccc3OC)C2)cc1OC (centres undefined)
10 | -1 | 5 | 3 | i | 0 | 0.4 | 0 | 1 | 3.3 | -1.4 | O=C(O)c1ccc(/C=C2\CCCc3c2nc2ccccc2c3C(=O)O)cc1
11 | 16 | 3 | -2 | i | 1 | -0.7 | -7 | 3 | 0.9 | 0.6 | COc1ccccc1NS(=O)(=O)c1cccc(NC(=O)C(C)NC(=O)c2ccco2)c1 (centres undefined)
12 | -3 | 3 | 0 | i | 0 | -0.5 | -6 | -1 | -0.9 | -1.4 | COc1cccc(OCc2cc(C(=O)N(Cc3nccn3C)C(C)C)no2)c1
13 | 0 | -1 | 3 | i | -2 | -1.4 | 2 | 2 | -0.6 | -0.1 | O=C(NNc1cccc(Cl)n1)c1c(Cl)cccc1Cl
14 | -11 | 3 | 1 | i | -5 | -0.3 | 6 | -1 | -0.5 | 1.7 | COc1ccc(Cn2nnnc2CN(Cc2cc3cc(C)ccc3[nH]c2=O)C2CCCC2)cc1
15 | 0 | 3 | -5 | i | 3 | -1.1 | 9 | -3 | -0.5 | 0.2 | O=C(CCC(=O)OCc1ccc(C(=O)Oc2ccc(Cl)cc2)cc1)Nc1ccccc1

Copied from above, 2 compounds:
entry | Scp-1 inhibitor | CSN deneddyl inh | STEP block | Rpn11 block | DNMT1 inh | Tb MetRS inh | NadD inh | SUMO1 PPI mod | MsrA inhibitor | LMPTP block | compound
1 | -10 | 3 | -2 | i | 3 | -0.3 | 1 | -1 | 0.6 | -1.5 | CCOC(=O)c1c(C)[nH]c(C(C)=NNC(=O)Cn2nc(C)cc2C)c1C
2 | -17 | -6 | 1 | i | -7 | 0.4 | -9 | -1 | 0.4 | -0.1 | COc1ccc(OC)c(-n2c(=O)c3ccccc3c3ccccc3c2=O)c1

The list goes on:
entry | Scp-1 inhibitor | CSN deneddyl inh | STEP block | Rpn11 block | DNMT1 inh | Tb MetRS inh | NadD inh | SUMO1 PPI mod | MsrA inhibitor | LMPTP block | compound
16 | -7 | -3 | -2 | i | -3 | -0.3 | -3 | -10 | 1.0 | -0.9 | COc1ccc2ccccc2c1-c1csc(N)n1
17 | -8 | -1 | -7 | i | 14 | -0.8 | -1 | 0 | 0.8 | -1.8 | O=C(Cc1sc(-c2ccccc2Cl)nc1-c1ccccc1)Nc1ccc(F)cc1
18 | 0 | -8 | -3 | i | 7 | -0.2 | 5 | -1 | 0.6 | -1.2 | C=CCSc1nnc(NC(=O)COc2ccc3ccccc3c2)s1
19 | -2 | 3 | 0 | i | -7 | 0.4 | -4 | 2 | 1.6 | 3.6 | Cc1ccccc1CN1C(=O)[C@H]2Cc3c([nH]c4ccccc34)C(C)(C)N2C1=O
20 | 22 | 2 | 2 | i | -8 | 0.1 | 16 | -1 | 0.3 | -1.1 | COc1ccc(N=Nc2[nH]c3ccc(C)cc3c2O)cc1
21 | -5 | -6 | 3 | i | -6 | -0.2 | -11 | -16 | 2.1 | 1.2 | COc1ccc(NC(=O)/C(C#N)=C/C=C/c2ccco2)cc1
22 | 2 | -3 | -3 | i | -2 | -0.2 | -4 | 2 | -0.3 | -0.4 | O=C(O)c1ccc(CNCc2cc(Cl)ccc2O)cc1
23 | 0 | -1 | 4 | i | 1 | 0.1 | 1 | 3 | -0.4 | -0.8 | CC(Sc1ccccc1)C(=O)Nc1ccccc1C(=O)N1CCOCC1 (centres undefined)
24 | 16 | 0 | 2 | i | -1 | -0.5 | -5 | 0 | -0.4 | -1.1 | O=C(O)CC1S/C(=N/N=C/C2CC=CCC2)NC1=O (centres undefined)
25 | -6 | 0 | -4 | + | 6 | 0.3 | 2 | 2 | 0.5 | -0.7 | CCOC(=O)N1CCC(NC(=O)C(NS(=O)(=O)c2ccc3c(c2)CCN3C(=O)CC)C(C)C)CC1 (centres undefined)
26 | -10 | 0 | -2 | i | -2 | 0.7 | -5 | -17 | 0.0 | -26 | O=C1NC(=O)c2cc(NC(=O)C3COc4ccccc4O3)ccc21 (centres undefined)
27 | / | 0 | -1 | i | 10 | -0.5 | 0 | 9 | 0.4 | -1.2 | COCCCN1C(=O)C(CC(=O)NC2CCCCC2)CC(C(=O)N2CCOCC2)=C1C (centres undefined)
28 | 53* | -4 | 0 | i | 0 | -0.8 | 1 | -3 | 0.1 | -2.2 | CC/C(=C\C(=O)c1cccnc1)Nc1ccc(C)c(C)c1
29 | 3 | -1 | 2 | i | 0 | -0.3 | -3 | -1 | -0.2 | -0.6 | CC(C)(C)C1=Nn2c(nnc2-c2ccco2)SC1
30 | -6 | 3 | -2 | i | 2 | -0.2 | -1 | -3 | 0.1 | 1.3 | COc1ccc(S(=O)(=O)N2CCCCCC2)cc1C(=O)N(C)CC(=O)Nc1ccccc1Cl
31 | 1 | 1 | -1 | i | -1 | -0.5 | -5 | 4 | 0.3 | -0.7 | CC(C(=O)OCC(=O)c1ccc(Br)cc1)N1C(=O)C2C3CCC(C3)C2C1=O (centres undefined)
32 | 3 | 2 | -1 | i | 4 | -0.9 | 6 | 0 | -1.0 | 0.7 | COc1ccccc1NC1=NC2(CCCC2)N=C(N)N1
33 | / | 6 | 2 | i | -2 | -0.7 | 3 | 4 | -1.1 | 0.0 | CCOC(=O)CCCCCC(=O)Nc1ccc2c(c1)C(=O)N([C@@H](C)CO)C[C@H](C)[C@H](CN(C)C(=O)Nc1ccc(F)cc1)OCCCC[C@H](C)O2
34 | 11 | 7 | -3 | i | -4 | -0.6 | 6 | -2 | 2.3 | -0.9 | CCCCn1c(N)c(N(CC(C)C)C(=O)c2cc(-c3ccc(OC)c(OC)c3)nc3ccccc23)c(=O)[nH]c1=O
35 | 3 | 2 | 4 | i | 17 | 0.0 | -3 | -1 | -1.4 | 0.6 | Clc1ccc(N2CCN(c3ncnc4c3oc3ccccc34)CC2)cc1
36 | 0 | -3 | -2 | i | -10 | 0.4 | 5 | -9 | -0.7 | -0.4 | Cc1ccccc1NC(=S)/C(=C(\[O-])c1ccc(C)c([N+](=O)[O-])c1)[n+]1ccccc1

In the list so far, six have a furan ring, fused or not:
entry | Scp-1 inhibitor | CSN deneddyl inh | STEP block | Rpn11 block | DNMT1 inh | Tb MetRS inh | NadD inh | SUMO1 PPI mod | MsrA inhibitor | LMPTP block | compound
5 | -1 | 0 | 0 | i | 1 | -0.4 | -9 | -2 | 2.0 | -0.9 | COc1cc(/C=N/N2CCOCC2)ccc1OC(=O)c1ccco1
8 | 2 | -5 | 4 | i | -3 | -0.2 | -1 | -12 | / | -0.7 | O=C(Nc1ccccn1)c1ccc([N+](=O)[O-])o1
11 | 16 | 3 | -2 | i | 1 | -0.7 | -7 | 3 | 0.9 | 0.6 | COc1ccccc1NS(=O)(=O)c1cccc(NC(=O)C(C)NC(=O)c2ccco2)c1 (centres undefined)
21 | -5 | -6 | 3 | i | -6 | -0.2 | -11 | -16 | 2.1 | 1.2 | COc1ccc(NC(=O)/C(C#N)=C/C=C/c2ccco2)cc1
29 | 3 | -1 | 2 | i | 0 | -0.3 | -3 | -1 | -0.2 | -0.6 | CC(C)(C)C1=Nn2c(nnc2-c2ccco2)SC1
35 | 3 | 2 | 4 | i | 17 | 0.0 | -3 | -1 | -1.4 | 0.6 | Clc1ccc(N2CCN(c3ncnc4c3oc3ccccc34)CC2)cc1

Screens from PubChem.
